Assay outcomes deposited in PubChem BioAssay by several laboratories.
NCOA2 inhibitor = human SRC2 (NCOA2) inhibition; HEK293 GAL4-SRC2 luciferase reporter, luminescence; inhibition, % at 9 µM; 0.17% of 370,000 active; AID 651957;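 active means inhibition above the mean inhibition of all tested compounds plus 3 SD, set per campaign, cut at about 52% in these data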;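 further: 0% = DMSO treated cells and 100% = cells given Gossypol at 36 µM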
TLR9-MyD88 inh = blocks human TLR9 binding to MyD88; Q9NR96+Q99836; CHO BLA complementation TLR9-MyD88, CCF4 FRET ratio; inhibition, % at 4.98 µM; 0.21% of 340,000 active; AID 504734;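 active means inhibition above the mean over all tested compounds plus 3 SD, cut at about 21% in these data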;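 further: 0% = DMSO only wells and 100% = clavulanate BLA inhibitor control wells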
Target sequence (Q99836 whole entry, looked up): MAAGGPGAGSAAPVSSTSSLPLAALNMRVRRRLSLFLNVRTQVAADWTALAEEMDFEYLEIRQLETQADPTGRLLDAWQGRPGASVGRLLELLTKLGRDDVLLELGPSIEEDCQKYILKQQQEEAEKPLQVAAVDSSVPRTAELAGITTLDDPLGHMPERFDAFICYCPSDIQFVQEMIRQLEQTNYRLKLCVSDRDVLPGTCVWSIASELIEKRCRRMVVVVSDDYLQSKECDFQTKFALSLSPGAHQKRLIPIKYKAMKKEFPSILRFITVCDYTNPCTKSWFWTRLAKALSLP
Target sequence (Q9NR96 whole entry, looked up): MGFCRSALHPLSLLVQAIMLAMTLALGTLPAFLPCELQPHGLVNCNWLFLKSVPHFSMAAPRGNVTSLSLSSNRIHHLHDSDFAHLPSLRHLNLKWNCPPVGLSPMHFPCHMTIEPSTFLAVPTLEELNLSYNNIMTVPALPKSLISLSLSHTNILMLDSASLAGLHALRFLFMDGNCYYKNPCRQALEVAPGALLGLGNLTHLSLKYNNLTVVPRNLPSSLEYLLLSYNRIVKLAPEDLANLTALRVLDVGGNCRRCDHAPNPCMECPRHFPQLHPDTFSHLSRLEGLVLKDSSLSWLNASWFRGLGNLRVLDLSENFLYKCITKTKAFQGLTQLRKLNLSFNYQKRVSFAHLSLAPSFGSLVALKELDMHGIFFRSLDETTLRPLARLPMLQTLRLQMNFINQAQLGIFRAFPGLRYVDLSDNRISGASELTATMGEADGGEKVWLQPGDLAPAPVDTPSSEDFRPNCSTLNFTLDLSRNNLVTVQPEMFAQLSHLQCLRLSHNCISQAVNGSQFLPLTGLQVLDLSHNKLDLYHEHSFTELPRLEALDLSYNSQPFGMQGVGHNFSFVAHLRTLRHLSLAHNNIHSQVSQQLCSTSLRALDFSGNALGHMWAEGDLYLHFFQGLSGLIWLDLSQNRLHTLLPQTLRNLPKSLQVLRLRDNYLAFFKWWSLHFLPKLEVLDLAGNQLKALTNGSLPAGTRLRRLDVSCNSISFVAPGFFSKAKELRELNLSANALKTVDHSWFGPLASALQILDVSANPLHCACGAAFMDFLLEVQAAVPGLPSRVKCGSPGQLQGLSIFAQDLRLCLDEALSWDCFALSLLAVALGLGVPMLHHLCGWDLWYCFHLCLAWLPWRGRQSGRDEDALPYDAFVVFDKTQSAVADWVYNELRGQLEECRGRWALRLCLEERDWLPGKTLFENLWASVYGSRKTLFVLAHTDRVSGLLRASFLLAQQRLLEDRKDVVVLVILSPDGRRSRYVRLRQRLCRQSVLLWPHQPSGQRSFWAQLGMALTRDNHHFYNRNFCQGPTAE
NCOA3 inh = inhibitors of human steroid receptor coactivator 3 (SRC3) | Q9Y6Q9 | HEK293 GAL4-SRC3 luciferase reporter, luminescence | inhibition, % at 3.6 µM | 0.17% of 360,000 active;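 active means inhibition above a per-campaign cutoff, the mean of all compounds plus 3 SD, cut at about 60% in these data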;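 further: 0% = DMSO-treated cells and 100% = gossypol-treated cells at 36 µM; higher means less SRC3-driven luciferase light from the GAL4 reporter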
Vif imaging = blocks HIV Vif function; inhibition, % at 7.49 µM; HEK293T cells, Vif self-association by quenched fluorescence, imaging, 24 h; 0.35% of 340,000 active; in the data active means inhibition above about 50%, passing the limit was not always enough; further: some results filed as inactive read as strong as hits
TROY NFkB inh = TROY signaling inhibition; AID 1347056; Q293 LMP1-TROYcd NF-kB luciferase reporter, 4 h; 0.98% of 360,000 active; inhibition, % at 10 µM;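 active means compounds whose plate-normalised and pattern-corrected inhibition of the luciferase reporter signal at the single screening dose is 50% or more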
LMP1 NFkB inh = inhibitors of Epstein-Barr LMP1-induced NF-kappaB reporter. LMP1-induced NF-kappaB luciferase reporter cells, luminescence. inhibition, % at 12.5 µM. 0.69% of 350,000 active; in the data active means inhibition above about 41%;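 further: 0% = neutral control wells and 100% = reference inhibitor control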
SRC1 inh = human NCOA1 inhibition. Q15788. HEK293 GAL4-SRC1 luciferase reporter, luminescence. inhibition, % at 3.6 µM. 0.12% of 360,000 active. AID 588354;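 active means inhibition above the campaign mean plus 3 SD, with each screening campaign given its own cutoff, cut at about 60% in these data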;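 further: 0% = DMSO treated cells and 100% = gossypol at 36 µM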
C8 TRAIL sens = caspase-8 TRAIL sensitization; inhibition (viability loss, TRAIL sensitization), % at 10 µM; AID 624354; 1% of 360,000 active; NB7+C8 cells + TRAIL, ATPlite viability luminescence;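 active means compounds causing at least 50% loss of cell viability in the single-dose screen, relative to plate controls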
NOD2-RIPK2 inh = inhibitors of human NOD2-RIPK2 interaction. O43353. CHO BLA complementation NOD2-RIPK2, CCF4 ratio. inhibition, % at 4.98 µM. 0.38% of 360,000 active; in the data active means inhibition above about 21%;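 further: 0% = vehicle only and 100% = reference blocker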
COUP-TFII inh = inhibitors of human COUP-TFII (NR2F2). P24468. HEK293T NGFI-A luciferase reporter, luminescence. inhibition, % at 8.6 µM. 0.7% of 370,000 active. AID 686940;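 active means inhibition above a per-plate cutoff, mean inhibition of test wells between control levels plus 3 SD, cut at about 38% in these data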;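 further: cells cotransfected with COUP-TFII expression vector driving the NGFI-A reporter; 0% = median of COUP-TF2 test wells and 100% = reporter-only cells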
LRH-1 inv ag = suppresses constitutive activity of human LRH-1; O00482; HEK293T StAR-luciferase reporter, LRH-1 transfected, 24 h; inhibition, % at 3.6 µM; 0.13% of 360,000 active; AID 602396;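 active means inhibition above the mean inhibition of all tested compounds plus 3 SD, cut at about 73% in these data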;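 further: 0% = DMSO wells and 100% = reporter-only cells lacking LRH-1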
An asterisk follows results filed as active; . = no result given. The list is partial; count on the stated rates, not on these rows.

Each structure is followed by: NCOA2 inhibitor	TLR9-MyD88 inh	NCOA3 inh	Vif imaging	TROY NFkB inh	LMP1 NFkB inh	SRC1 inh	C8 TRAIL sens	NOD2-RIPK2 inh	COUP-TFII inh	LRH-1 inv ag
COC(=O)[C@@]12C[C@@H](CC(=O)NCCCCc3ccccc3)C(=O)N(Cc3ccc4c(c3)OCO4)C1=CCC(C)(C)C2
  10	.	.	.	.	.	.	11	-13	-3	3
Cc1cc(C)cc(NC(=O)/C(C#N)=C/c2cn(CC(=O)NCc3ccco3)c3ccccc23)c1
  0	5	6	1	29	-2	4	66*	-2	-14	-14
Cc1ccc(OCCNC(=O)CN2C(=O)NC3(CCCC3)C2=O)cc1
  -5	-8	-1	5	-6	-6	4	-19	-7	22	-7
CSCCC(NC(N)=O)C(=O)NCc1ccc(Cl)cc1 (stereo unspecified)
  1	1	-13	1	2	5	2	-16	-3	-16	-4
CCCCC(=O)NC(Nc1cc(C)ccn1)(C(=O)OCC)C(F)(F)F (stereo unspecified)
  -20	-5	8	1	0	-1	9	-3	4	-6	-1
CCOC(=O)N1CCN(C2CC(=O)N(c3ccccc3)C2=O)CC1 (stereo unspecified)
  7	1	9	4	-14	3	0	-4	-8	22	9
COCCn1cnc2c1c(=O)n(Cc1cc(C(C)=O)ccc1OC)c(=O)n2Cc1ccccc1
  -7	2	-16	7	-9	-3	-12	7	-14	-9	1
COc1ccccc1OCC(=O)Nc1ccccc1C(=O)N1CCCCC1
  -28	1	-9	.	-22	0	2	-10	-12	1	6
CC(OC(=O)CCN=C1NS(=O)(=O)c2ccccc21)C(=O)N(C)C1CCCCC1 (stereo unspecified)
  -23	-5	3	-20	8	-3	-11	-3	-11	1	-5
Cc1onc(-c2ccccc2)c1C(=O)NCCSCc1ccco1
  -22	-14	25	-11	-1	-1	11	-6	-6	-9	14
CCN=C(NCC)SC1CC(=O)N(c2cccc(OCC)c2)C1=O (stereo unspecified)
  -22	-8	-1	-5	7	-3	12	15	-6	-2	24
O=C(OCC(=O)N1CCN(c2ccccc2)CC1)C1CCCN1S(=O)(=O)c1ccc(Cl)cc1 (stereo unspecified)
  -12	0	16	-3	6	3	-6	-3	-15	-8	36
CCOC(=O)C1CCN(C(=O)CCNC(=O)c2cc(OC)c(OC)c(OC)c2)CC1
  -31	-3	9	-7	11	4	-1	3	-7	1	4
CCOC(=O)CSc1nc(C(C)(C)C)nc2ccccc12
  12	11	14	1	-5	7	-10	1	-5	9	-9
C=COCCNC(=O)Nc1ccc(Cl)c(Cl)c1
  -10	-9	8	.	-6	-4	-1	0	-8	8	-4
Clc1ccc(CSc2snnc2-c2ccccc2)cc1
  -9	-9	-2	-14	-3	0	-13	9	-19	0	-7
CSc1ccc(/C=N/NC(=O)c2ccc(C)c(C)c2)cc1
  -29	-2	-9	0	-64	-20	-33	-4	-8	-15	-21
CCCn1cnc2c(Sc3c([N+](=O)[O-])ncn3C)nc(N)nc21
  -9	-1	4	-2	11	-3	1	3	-19	-5	6
O=C(CNC(=O)c1ccccc1Cl)OCC(=O)N1CCc2ccccc21
  -23	-11	-39	2	-55	-17	-5	-15	-10	-8	-9
COc1ccc(F)cc1S(=O)(=O)N1CCc2ccccc2C1
  13	2	-2	-1	-20	2	4	1	-7	0	-19
CCOc1ccc(N(C(C)C(=O)Nc2ccc(OC)cc2)S(C)(=O)=O)cc1 (stereo unspecified)
  -27	10	3	-2	-16	-4	4	-17	0	-1	-12
CCOc1ccc(CNC(=O)CN2C(=O)CSc3ccc(S(=O)(=O)N4CCOCC4)cc32)cc1
  -18	-1	-10	3	-9	10	-9	14	7	0	-2
COc1cccc(CNC(=O)COC(=O)/C=C/c2ccc(SC)cc2)c1
  -10	-11	18	-2	6	-11	4	11	-2	-3	6
CCCS(=O)(=O)N1CCN=C1SCc1ccc(C)cc1
  10	-9	-13	-11	-24	1	-20	5	0	-8	-17
COc1ccc(S(=O)(=O)N(CC(=O)NC2CC2)c2ccc(C)cc2)cc1
  2	-17	-12	-8	5	-4	-6	-1	-8	-7	-1
CCOc1ccc(/C=C(/NC(=O)c2ccccc2)C(=O)NCCC(=O)O)cc1
  -11	6	23	14	4	3	6	-4	-11	3	11
CC(=O)N(Cc1ccccc1)Cc1cn(CCC#N)nc1-c1cccc([N+](=O)[O-])c1
  7	5	11	10	-9	1	0	-6	3	-8	-2
Cc1ccc(-c2c(C(=O)N/N=C/c3c[nH]c4ccccc34)nnn2-c2nonc2N)cc1
  -1	6	6	-2	-2	-6	-16	12	1	-4	18
CCCCN(C(=S)NC(=O)c1cc(OC)c(OC)c(OC)c1)c1c(N)n(Cc2ccccc2)c(=O)[nH]c1=O
  -23	-5	12	7	-1	0	-13	2	3	3	-2
COc1ccc(-c2nc(NC(=O)C3CC(=O)N(Cc4ccco4)C3)sc2C)cc1 (stereo unspecified)
  31	-33	-8	-4	8	7	-5	20	2	21	-14
CCOC(=O)N1CCN(C(=O)C2CCN(C(=O)Nc3ccccc3)CC2)CC1
  -12	5	2	10	-18	7	-11	-10	-3	13	-7
CC(=O)C1=C(O)C(=O)N(c2ccc(O)cc2)C1c1cccc([N+](=O)[O-])c1 (stereo unspecified)
  -14	-10	-4	10	0	-15	14	-18	8	10	8
Cc1ccccc1Oc1nc(-c2ccccn2)nc2ccccc12
  -1	2	7	-1	-52	8	-39	6	-5	12	-81
CC(Sc1nc(N)cc(=O)[nH]1)C(=O)NC1CCCCC1 (stereo unspecified)
  -10	0	-15	14	-25	-8	-2	3	-5	-23	-18
CC1(c2ccccc2)NC(=O)N(CC(=O)Nc2ccccc2N2CCCC2)C1=O (stereo unspecified)
  -1	-4	0	-9	-8	0	-7	-15	-15	0	10
CCc1cccc(OCC(=O)Nc2ccc(S(=O)(=O)Nc3ccccn3)cc2)c1
  -6	7	3	-6	5	9	-6	-1	0	-1	-18
C=CCn1c(=O)[nH]c2cc(C(=O)N3CCN(c4cccc(Cl)c4)CC3)ccc2c1=O
  -16	-5	24	-1	15	4	10	9	-6	7	-15
O=C(Nc1ccc([N+](=O)[O-])cc1)C(Cc1ccccc1)N1C(=O)c2cccc3cccc(c23)C1=O (stereo unspecified)
  -9	-6	-9	-10	9	-46	-10	8	4	8	-5
COc1ccc(CNCc2ccc3c(c2)OCO3)cc1Br
  -5	-1	-4	-2	-24	2	2	-14	-8	14	25
Cc1ccccc1OCCOc1ccc([N+](=O)[O-])cc1/C=N/n1cnnc1
  -1	-4	-4	69*	-8	17	-9	-7	7	1	-14

Two entries drawn at random from those above, as already listed:
Each structure is followed by: NCOA2 inhibitor	TLR9-MyD88 inh	NCOA3 inh	Vif imaging	TROY NFkB inh	LMP1 NFkB inh	SRC1 inh	C8 TRAIL sens	NOD2-RIPK2 inh	COUP-TFII inh	LRH-1 inv ag
Cc1ccccc1Oc1nc(-c2ccccn2)nc2ccccc12
  -1	2	7	-1	-52	8	-39	6	-5	12	-81
CCCCN(C(=S)NC(=O)c1cc(OC)c(OC)c(OC)c1)c1c(N)n(Cc2ccccc2)c(=O)[nH]c1=O
  -23	-5	12	7	-1	0	-13	2	3	3	-2

(listing goes on)
Each structure is followed by: NCOA2 inhibitor	TLR9-MyD88 inh	NCOA3 inh	Vif imaging	TROY NFkB inh	LMP1 NFkB inh	SRC1 inh	C8 TRAIL sens	NOD2-RIPK2 inh	COUP-TFII inh	LRH-1 inv ag
COC(=O)[C@]12CCCCC=C1N(Cc1ccco1)C(=O)[C@H](CC(=O)N1CCC(c3ccccc3)CC1)C2
  7	.	.	.	4	.	.	10	-8	-1	-21
Cc1ccc(NC(=O)Cc2ccc3c(c2)OCCO3)cc1S(=O)(=O)N1CCCCC1
  -8	8	20	-11	27	14	23	9	10	6	8
CC(=O)N1CCOc2ccc(S(=O)(=O)NC[C@H]3O[C@@H](n4ccc(N)nc4=O)[C@H](O)[C@@H]3O)cc21
  9	6	1	-5	-1	-4	-3	12	-2	-7	-9
COc1cc(C(=O)NC(C)c2cnn(-c3ccccc3C)c2C)cc(OC)c1OC (stereo unspecified)
  -56	14	13	5	-19	22	8	3	-10	12	18
COc1ccccc1-c1cc(C(=O)NCCCn2ccnc2)no1
  17	-2	1	8	-28	-5	13	-9	1	-16	-7
CC(C)C(NC(=O)c1ccc(F)cc1)C(=O)NC1(C)CCS(=O)(=O)C1 (stereo unspecified)
  -3	1	-4	7	-4	5	5	5	-10	-5	-7
O=C(NCc1ccccc1CN1CCCC1)c1ccc(S(=O)(=O)Nc2ccccc2F)cc1
  -29	-4	-3	.	3	8	10	-5	-3	-14	-19
O=C(COC(=O)CCC(=O)c1cccs1)NCc1ccc(Cl)cc1
  2	0	15	-8	17	5	-8	-1	-10	-6	-5
O=CN1CCN(C(=O)c2cc3cc(Cl)ccc3[nH]2)CC1
  -31	-4	-14	-3	-11	-7	2	-3	-8	1	1
Nc1ccc2c(c1)Cc1cc(N)c(Cl)cc1-2
  2	-13	-84	-11	-59	-6	-77	5	-16	-23	-55
COc1cccc2cc(C(=O)Nc3cccc(C)n3)c(=O)oc12
  .	2	-55	14	50	-20	-61	10	-5	.	-19
CCC(C)[C@H](N)c1cn([C@@H](Cc2cc3ccccc3[nH]2)C(=O)N2CCNCC2)nn1 (stereo partly specified)
  -15	1	1	0	-15	-5	-1	2	-2	2	-9
CN(C)C(=O)c1cc2c(c(-c3cccc(-c4ccccc4F)c3)n1)[C@@H](CCO)N(S(C)(=O)=O)C2
  -3	.	.	.	-7	.	.	17	-7	2	3
CN(CC(=O)NCc1ccco1)S(=O)(=O)c1cccc2cccnc12
  -4	1	-5	-19	-7	-1	-19	-1	-5	3	7
C#CCOCCOCCOCCNc1nc(N2CCN(C(=O)[C@H]([C@@H](C)O)n3cc(CCCCN)nn3)CC2)nc(N2CCN(C(=O)[C@H]([C@@H](C)CC)n3cc(CCCCN)nn3)CC2)n1
  -31	-6	-18	.	9	-1	2	0	-3	-5	0
O=C(NCC(F)(F)F)c1ccc(S(=O)(=O)N2CCN(C(=O)C3CCCO3)CC2)cc1 (stereo unspecified)
  -11	-3	4	2	-2	1	3	-24	2	-4	-7
CC(C)CC(=O)Nc1ccc(-c2nc3ccccc3c(=O)[nH]2)cc1
  -47	1	-97	-4	15	-11	-101	37	-3	-50	-81
C[C@@H]1CN([C@H](C)CO)C(=O)CCCn2nncc2CO[C@@H]1CN(C)S(=O)(=O)c1cccs1
  -14	-2	14	14	-6	-1	-62	0	-10	8	7
C[C@H](NC(=O)Cc1cccc2ccccc12)C(=O)NCc1ccccc1
  -7	-4	6	1	11	0	5	-4	0	2	5
Cc1onc(-c2ccccc2)c1C(=O)Nc1ccnn1C1CCCCC1
  -3	3	5	5	7	-5	11	-32	-3	-9	9
Nc1nc2n(n1)C(c1cccs1)CC(c1ccc(Br)cc1)N2 (stereo unspecified)
  4	-6	2	1	-21	10	-9	-5	1	-13	-23
O=C(NCc1nnc(SCC(=O)N2CCOCC2)o1)c1c(F)cccc1Cl
  -6	7	8	2	3	-2	-13	4	-3	6	25
CCN(CC(=O)Nc1cccc(C(C)=O)c1)S(=O)(=O)c1ccc(OC)cc1
  -3	-6	-9	.	-17	-12	-18	4	4	8	2
O=C(NC1CC1)c1cc2c(F)cccc2s1
  6	7	-6	0	-35	0	-13	6	6	-2	-6
